ERK EGF block: blocks ERK signaling stimulated by EGF; AID 1454; HEK293-V1b, EGF-stimulated phospho-ERK AlphaScreen; actives 0.41% (n = 130,000); Potency, µM (highest dose often 11.5 µM), for inactives: at the highest dose activity change, negative = inhibition, usual class: inhibitors; active = well fitted inhibition curve with a large enough effect; inconclusive = small, poorly fitted or top-dose-only effect, or effect the other way;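 note: plate controls were stimulated vehicle wells for no effect and unstimulated vehicle basal for full effect; nearly all actives have a fitted effect of over 55% in size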
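V1b-HEK293, 1% FBS o/n; cpd 30 min 37C; EGF 25 nM final, 5 min; lyse 10 min; AlphaScreen beads 5 h RT. Normalized DMSO basal vs EGF max; Hill AC50.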
An asterisk follows results filed as active; ? = inconclusive; [ ] = another dose, or the depositor's remark. Potency is the fitted concentration of half-maximal effect.

| SMILES | ERK EGF block |
| --- | --- |
| COc1ccccc1OCC(=O)O/N=C(\N)c1ccccn1 | -14%[57.5 µM] |
| Cc1ccnc(NC(=O)CCC(=O)N(CC(=O)NC2CCCCC2)Cc2cccs2)c1 | 5% |
| Nc1nc(N)c(Cc2ccc(Cl)cc2Cl)c(N)n1 | 0% |
| CN(C)c1ccc(/C=N/Nc2cc(N3CCOCC3)nc(N3CCOCC3)n2)cc1 | -2% |
| O=C(CN1CCOCC1)Nc1scc2c1c(=O)oc1ccccc12 | -10%[57.5 µM] |
| CCOc1ccc(-n2c(SCC(=O)Nc3nccs3)nnc2-c2ccoc2C)cc1 | -6%[57.5 µM] |
| CCn1nnnc1SCC(=O)N1CCN(c2ccccc2)CC1 | -13%[57.5 µM] |
| CCCOc1cccc(C2C(C(=O)c3cccs3)=C(O)C(=O)N2Cc2cccnc2)c1 (stereo not drawn) | -11%[57.5 µM] |
| Cc1ccccc1NC(=O)C12CC3CCC1(C)C3(C)CO2 (stereo not drawn) | 4% |
| O=C1[C@@H]2C(c3ccc(F)cc3)=NO[C@@H]2C(=O)N1Cc1ccccc1 | -6%[57.5 µM] |
| Cc1ccc2oc(=O)c3cc(C(=O)N4CCN(C(=O)c5ccco5)CC4)sc3c2c1 | -7%[57.5 µM] |
| Cc1ccc(NC(=O)Cc2ccc(Cl)c(Cl)c2)cc1S(=O)(=O)N(C)C | 7% |
| O=C(c1cccc(F)c1)N1CCC2(CC1)CCN(c1ccccn1)CC2 | 19% |
| CNc1nc(SC)nc(N(C#N)CC(=O)OC)n1 | -13% |
| Nn1c(SCC(=O)Nc2nccs2)nncc1=O | -16% |
| COc1cc(-c2nnc3n(CCc4ccccc4)c(=O)c4ccccc4n23)cc(OC)c1OC | 11% |
| O=C(Nc1ccccc1)c1cnc2n(c1=O)CCS2 | 1% |
| CCN(CC(=O)Nc1ccc(NC(C)=O)cc1)C(=O)COc1ccc(C(=O)c2ccccc2)cc1 | 4% |
| Cc1ccc2nc(-c3ccccc3)cc(C(=O)NCC3CCCO3)c2c1 (stereo not drawn) | 1%[57.5 µM] |
| O=C(CSc1ncnc2ccccc12)Nc1cc(S(=O)(=O)N2CCCCC2)ccc1Cl | -1% |
| C=C(C(=O)c1ccccc1)C(C)C(=C)C(=O)c1ccccc1 | -1% |
| CC(C)(C)NC(=O)COc1ccc(CNCc2cccnc2)cc1 | 8% |
| O=C(Cc1ccccc1)Nc1ccc(NC(=O)c2cccc(Cl)c2)cc1 | -2% |
| CCOc1ccccc1N1CCN(C(=O)CC(C)(C)C)CC1 | -5% |
| CC(C)[C@H](NC(=O)c1ccccc1)C(=O)OCC(=O)NCc1ccc(F)cc1 | 0% |
| N#Cc1c(-c2cccs2)cc(-c2cccs2)[nH]c1=O | 2%[57.5 µM] |
| COc1cccc(C2=NOC(C(=O)Nc3cccnc3Cl)C2)c1OC (stereo not drawn) | -2% |
| Cc1cc(Nc2cccc([N+](=O)[O-])c2)c2ccccc2n1 | 4% |
| Cc1cn(S(=O)(=O)c2cc(Br)ccc2Br)cn1 | 9% |
| Cc1ccc(-c2nc(NC(=O)CSc3ncn[nH]3)ns2)cc1 | 11%[57.5 µM] |

Sorted by length of the SMILES (rising): part of the list above.
| SMILES | ERK EGF block |
| --- | --- |
| Nn1c(SCC(=O)Nc2nccs2)nncc1=O | -16% |
| Nc1nc(N)c(Cc2ccc(Cl)cc2Cl)c(N)n1 | 0% |
| CC(C)(C)NC(=O)COc1ccc(CNCc2cccnc2)cc1 | 8% |
| Cc1ccnc(NC(=O)CCC(=O)N(CC(=O)NC2CCCCC2)Cc2cccs2)c1 | 5% |

(listing goes on)
| SMILES | ERK EGF block |
| --- | --- |
| CCn1c(C)nc2cc(C(=O)N/N=C/c3ccc(OC)c(O)c3)ccc21 | 5% |
| Cc1cc(C)c2oc(C(=O)NCCc3ccc(S(N)(=O)=O)cc3)cc(=O)c2c1 | -4%[57.5 µM] |
| CCOC(=O)Cn1nc(C)c(NC(=O)CCc2ccc(OC)cc2)c1C | -6% |
| O=C(O)CC/C(=N/NC(=O)c1cccs1)c1ccccc1 | 0% |
| CC1(C)CC(=O)C(C2c3ccccc3S(=O)(=O)c3ccccc32)C(=O)C1 | 6% |
| CC(=O)Nc1ccc(OCC(O)Cn2c(CO)nc3ccccc32)cc1 (stereo not drawn) | 3% |
| COc1cc2c(cc1OC)-c1cc3cc(OC)c(OC)cc3c(=O)n1CC2 | -14% |
| CCNC(=O)NC(=O)C(C)On1nnc2ccc(S(=O)(=O)N(CC)CC)cc21 (stereo not drawn) | 6% |
| CC(NC(=S)Nc1ccc(OC(F)F)cc1OC(F)F)C(C)(C)C (stereo not drawn) | 2% |
| COc1ccc(OC)c(/C=C/C(=O)N2C(=O)c3cccc(N)c3C2=O)c1 | 5% |
| O=C(NCc1cccs1)C(=O)NCC(c1ccco1)N1CCN(c2ccccc2F)CC1 (stereo not drawn) | 0% |
| CCOC(=O)C(=CNNc1c(C)csc1C(=O)OC)C(=O)OCC | 3%[57.5 µM] |
| CCOC(=O)c1cc(-c2ccccc2)sc1NC(=O)CCN1C(=O)c2ccccc2C1=O | -11% |
| CC(NCC(O)COc1ccc(S(=O)(=O)N2CCOCC2)cc1)c1ccccc1 (stereo not drawn) | 7% |
| CC(C)c1csc(CN2CCN(CCc3ccccc3)C(CCO)C2)n1 (stereo not drawn) | -3% |
| CCc1ccc(OCC(=O)O/N=C(\N)c2ccccn2)cc1 | -1%[57.5 µM] |
| CCN(CC)CCN(Cc1cc2ccc(C)cc2[nH]c1=O)C(=O)NC1CCCCC1 | -3% |
| Cc1ccnc(NS(=O)(=O)c2cnc(Cl)c(Br)c2)c1 | 1% |
| C(#Cc1ccccc1)CN1CCCCC1 | -14% |
| Cn1nc(-c2ccc3c(c2)OCCO3)c2ccccc2c1=O | -5% |
| CC(=O)OCc1cc(-c2nc3ccccc3[nH]c2=O)nn1-c1ccc(Cl)cc1 | 2%[57.5 µM] |
| CCOC(=O)c1c(C)n(C)c2cc(-c3ccc(C)cc3)c(O)cc12 | 3% |
| Cc1nc(-c2nc(C(=O)NNS(C)(=O)=O)cs2)cs1 | -1%[57.5 µM] |
| C=CCNC(=S)NCC=C | -7%[57.5 µM] |
| CCCCCCCC1=CC2=C(Cl)C(=O)C(C)(OC(C)=O)C(=O)C2=CO1 (stereo not drawn) | 10% |
| CCOC(=O)c1sc(CS(=O)(=O)c2ccc(Cl)cc2)nc1C | -19%[57.5 µM] |
| CCOC(=O)c1nnn(CC(=O)N2N=C(c3cccc4ccccc34)CC2c2ccccc2)c1C(=O)OCC (stereo not drawn) | 0% |
| COc1ccc(C(=O)NCC(=O)NCC(=O)OCC(=O)C(C)(C)C)cc1 | 4% |
| COc1ccccc1CNc1nc(-c2cc(C)n(C)c2C)cs1 | 9% |
| Nc1c(C(=O)Nc2cccc(F)c2)nnn1-c1cccc(C(F)(F)F)c1 | 4% |
| COc1cc(C(=O)O)c2ccccc2n1 | -18% |
| COCC(=O)N1CCC2(CC1)CCN(C(c1ccccc1)c1ccccc1)CC2 | -5% |
| Cc1cc2c(NC(=O)Nc3ccc(F)cc3)cccc2nn1 | -1%[57.5 µM] |
| CN(C)C(=O)c1sccc1Oc1ccc(F)cc1[N+](=O)[O-] | -4% |
| COCCn1c(=O)c(-c2ccc(Cl)cc2)nc2cnc(Oc3ccc(OC)cc3)nc21 | -16% |
| CC(=O)c1ccccc1OC(=O)CCN1C(=O)c2ccccc2C1=O | 2% |
| Cc1ccc(NC(=O)NNC(=O)c2ccccc2)cc1 | -1% |
| CCOC(=O)c1c(NC(=O)CSc2nc3ccccc3c(=O)n2-c2ccc(F)cc2)sc(C(C)=O)c1C | 13% |
| CC(=O)Nc1ccc(NC(=O)CSc2nc(C)nc3sc(C)c(C)c23)cc1 | -6% |
| Cc1ccccc1OCC(=O)Nc1ccccc1N1CCC(C)CC1 | 1% |
| O=c1[nH]c(NNC(=S)NC2CCCCC2)nc2c1C1(CCCC1)Cc1ccccc1-2 | -9%[57.5 µM] |
| COc1ccc(/C=C2\CCc3c2nc2ccccc2c3C(=O)O)cc1OC | 7%[57.5 µM] |
| COCCn1c(=O)c(-c2cccs2)nc2cnc(Oc3ccc(OC)cc3)nc21 | ? |
| CCCCCn1nc(C(=O)OCC(=O)c2c(N)n(C)c(=O)n(C)c2=O)c2ccccc2c1=O | 30% |
| CSCC[C@H](NC(=O)Nc1ccccc1C)C(=O)O | 8%[57.5 µM] |
| O=C(O)c1c(C(=O)O)c2ccccc2[nH]c1=O | -3% |
| COc1ccc(C(=O)NCc2nnc(SCC(=O)Nc3ccccc3F)o2)cc1 | 8% |
| Clc1ncc(CN2CCN(c3ccccc3)CC2)s1 | -9% |
| CC(C)(C)NC(=O)C(c1cccs1)N(C(=O)c1csnn1)c1cccc(F)c1 (stereo not drawn) | -3% |
| COc1ccc(OCC(=O)NNC(=O)C(=O)Nc2ccc(C)cc2)cc1 | 15% |
| Cc1ccc(NC(=O)CN(C)C(=O)COc2cccc3cccnc23)cc1 | 7% |
| CCOc1cc(C(=O)NC(=S)Nn2cnnc2)cc(OCC)c1OCC | 3% |
| CC(C)Nc1nc(NC(C)C)nc(Nn2cnnc2)n1 | -7% |
| O=C(CSc1nc2ncc(Cl)cc2[nH]1)c1ccc2c(c1)OCO2 | 2%[57.5 µM] |
| COc1ccc(C)cc1S(=O)(=O)Nc1ccncc1 | 0% |
| CCOC(=O)C1CCCN(c2nc3ccccc3nc2C(C#N)C(=O)OC(C)COC)C1 (stereo not drawn) | -1% |
| Cc1[nH]n(-c2ccccc2)c(=O)c1CCO | -9% |
| CCOCCCNC(=O)c1c[nH]c2cc(OC)ccc2c1=O | 5% |
| COc1ccc(NC(=O)c2sc3nc(-c4cccnc4)ccc3c2N)cc1OC | -1%[57.5 µM] |
| Cc1ccnc(SCC(=O)N2CCCc3ccccc32)n1 | -3% |

The list continues:
| SMILES | ERK EGF block |
| --- | --- |
| CCCCCCCCCCCCS(=O)(=O)CCC(=O)O | -5%[57.5 µM] |
| COc1ccc(-c2onc(C)c2-c2cnn(-c3ccccc3)c2)c(O)c1C | -11%[57.5 µM] |
| CCCOc1ccc(/C=N/Nc2ccccc2[N+](=O)[O-])c(OCCC)c1 | 11µM* |
| Cc1cccc(N=C2NC(=O)/C(=C/c3cccnc3)S2)c1C | -1%[57.5 µM] |
| O=C(O)CCc1nc2ccccc2c(=O)[nH]1 | -5%[57.5 µM] |
| CC(C)c1ccccc1NC(=S)N1CCN(S(=O)(=O)c2cccs2)CC1 | 7% |
| Cc1ccc(-c2nc(NC(=O)CSc3ccc4ccccc4n3)ns2)cc1 | 4% |
| O=C(COC(=O)C1CC(=O)N(Cc2ccco2)C1)c1ccc(OC(=O)c2ccco2)cc1 (stereo not drawn) | ? |
| COc1cc2[nH]c3ccccc3c2cc1C | -9%[57.5 µM] |
| COc1cccc(CC2(CO)CCCN(C(=O)c3cc[n+]([O-])cc3)C2)c1 (stereo not drawn) | -8%[57.5 µM] |
| C/C(=N\NC(=O)Cn1ccc(C(F)(F)F)n1)c1ccc(N2CCOCC2)cc1 | 0%[57.5 µM] |
| COc1ccc([N+](=O)[O-])cc1NC(=O)CSc1ncccn1 | 1% |
| COc1ccccc1Sc1ccccc1/C=N/NC(N)=O | -3% |
| Cc1ccc(S(=O)(=O)N(C)C)cc1NC(=O)CSc1ncc(C(F)(F)F)cc1Cl | -3% |
| CC(=O)CSc1ncnc2sc3c(c12)CCC3 | 9% |
| COC(=O)C1=C(C)N(c2ccc(OC)cc2)C(=O)/C1=C\c1cccs1 | -3% |
| CC(C)(C)NC(=O)NC(=O)COC(=O)c1cccc(OC(F)F)c1 | -2% |
| O=[N+]([O-])c1ccc2ccn(C3OCC(O)C(O)C3O)c2c1 (stereo not drawn) | -4% |
| COc1ccc(S(=O)(=O)n2nc(OCc3cccs3)cc2N)cc1 | -13%[57.5 µM] |
| Oc1ccccc1-n1nc2ccc3nonc3c2n1 | -1%[57.5 µM] |
| CC(=O)N1C(C)(C)CC(=NOC(=O)c2ccc(C)cc2)CC1(C)C | 6% |
| Cc1cc([N+](=O)[O-])ccc1NC(=O)c1ccco1 | 1% |
| CC(C)(CSc1ncccn1)NS(=O)(=O)c1ccccc1 | -3% |
| O=C(c1ccc(Cl)cc1Cl)N1CCSCC1 | -6%[57.5 µM] |
| Cc1ccc2nc(C)cc(N/N=C/c3ccc(F)cc3)c2c1 | 16% |
| COc1cccc(C(=O)C(C#N)=C(SC)SC)c1 | ? |
| COc1cc(OC)c(OC)cc1CN1CCC(O)CC1 | -11%[57.5 µM] |
| C#CCOC(=O)c1ccccc1C(=O)O | 9% |
| Cc1ccc2cc(CCNC(=O)c3cccc([N+](=O)[O-])c3)c(=O)[nH]c2c1C | 5% |
| COc1ccc(S(=O)(=O)N2CCCOC2CNC(=O)C(=O)NCc2ccco2)cc1 (stereo not drawn) | 3% |

The final three records of the section before come first, to join the parts.
| SMILES | ERK EGF block |
| --- | --- |
| C#CCOC(=O)c1ccccc1C(=O)O | 9% |
| Cc1ccc2cc(CCNC(=O)c3cccc([N+](=O)[O-])c3)c(=O)[nH]c2c1C | 5% |
| COc1ccc(S(=O)(=O)N2CCCOC2CNC(=O)C(=O)NCc2ccco2)cc1 (stereo not drawn) | 3% |
| COc1cc(NC(=S)Nc2ncccc2C)cc(OC)c1OC | -10% |
| Clc1ccc(CSc2nnc3c(n2)[nH]c2ccccc23)cc1 | -12%[57.5 µM] |
| Cc1ccc(NC(=S)N/N=C/c2cccn2Cc2ccccc2F)cc1 | ? |
| O=C(Nc1cccc(F)c1)c1ccc(Cn2cc([N+](=O)[O-])cn2)o1 | 1% |
| Cc1cccc(NC(=O)CSc2nc3c(c(=O)[nH]2)CCC3)c1C | -2% |
| O=C(/C=C/c1c(F)cccc1Cl)Nc1nn[nH]n1 | -3% |
| CCOc1cc(N2CCOCC2)c(OCC)cc1NC(=O)CSc1nccc(C)n1 | 0% |
| COc1ccccc1CNc1ncncc1-c1ccoc1 | 26% |
| Cc1c(C(=O)/C=C/N(C)C)nnn1-c1ccc(Cl)c(Cl)c1 | -1%[57.5 µM] |
| CCOC(=O)COc1nc(-c2ccco2)cc(-c2ccco2)c1C#N | -12%[57.5 µM] |

This is a subset; count on the stated rates, not on these rows.
